GSK3beta inhib = human GSK3beta kinase inhibitors, primary screen, biochemical, cell-free homogeneous, HTS; 0.038% of 300,000 active; Glycogen synthase kinase-3 beta (Homo sapiens), P49841; activity score (negative = inhibition), % at 10 µM; GST-GSK3beta kinase, ADP-Glo luminescence, 60 min; hits give low values;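 active = more than half of replicate wells score below -50%, meaning over 50% inhibition versus plate controls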;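 note: 0% = median DMSO wells and -100% = median GW8510 positive control wells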
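Test system: GST-fused GSK3beta enzyme, cell-free | Quantity: 1.6 ng GST-GSK3beta enzyme per well | Reagent: 25 µM ATP with peptide substrate | Schedule: 60 min enzyme reaction, room temperature | Signal: Luminescent ADP-Glo measurement of ADP formed | Read-out basis: Score relative to plate controls | Control set: DMSO and 20 µM GW8510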
PolyA inh = polyadenylation inhibitors in yeast reporter cells, primary screen, luminescence, S. cerevisiae | 0.02% of 300,000 active | calls only at 12 µM | AID 1875, 2009 | S. cerevisiae SKY197-pL101 polyadenylation reporter, beta-gal luminescence; efflux-impaired pdr1/pdr3 knockout yeast; score 100 = 6 SD above DMSO;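 active = lowest replicate activity score at least 50, where 100 means six control SD above control mean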;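 note: yeast exposed to compound for 9 h at 30 °C; higher score means more reporter readthrough which indicates perturbed polyadenylation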
KCNK3 block = human KCNK3 channel inhibitors, primary screen, CHO cells, FluxOR thallium flux, B-score. B-score at 10 µM. Potassium channel subfamily K member 3 (Homo sapiens), O14649. AID 602410, 2012. FluxOR fluorescence; hits give low values. 0.84% of 340,000 active;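 active = B-score under library mean minus 4 SD, starting fluorescence ratio at most library mean plus 5 SD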;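 note: more negative B-score means stronger inhibition of thallium flux through KCNK3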
Target sequence (O14649 whole entry, looked up): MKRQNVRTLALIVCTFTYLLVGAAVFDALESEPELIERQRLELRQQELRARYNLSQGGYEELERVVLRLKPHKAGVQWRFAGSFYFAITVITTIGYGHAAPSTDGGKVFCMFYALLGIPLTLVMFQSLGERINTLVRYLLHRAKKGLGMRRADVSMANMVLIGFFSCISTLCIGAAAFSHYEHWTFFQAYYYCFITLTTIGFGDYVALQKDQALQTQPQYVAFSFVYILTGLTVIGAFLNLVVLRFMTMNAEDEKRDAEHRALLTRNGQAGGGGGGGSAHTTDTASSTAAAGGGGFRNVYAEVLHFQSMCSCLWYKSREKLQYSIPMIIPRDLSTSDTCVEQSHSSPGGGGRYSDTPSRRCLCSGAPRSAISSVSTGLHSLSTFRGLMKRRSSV
GSK3 alpha inh = blockers of GSK3A enzyme activity – biochemical, luminescence, cell-free homogeneous, HTS, primary screen | Glycogen synthase kinase-3 alpha (Homo sapiens), P49840 | GSK-3 alpha kinase, ADP-Glo luminescence, 60 min | inhibition, % at 10 µM | 0.1% of 320,000 active | AID 2650, 2010;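 in the data active = inhibition above about 50%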;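 note: GST-tagged GSK-3 alpha with peptide substrate and 25 µM ATP; 0% = DMSO neutral wells and 100% = GW8510 positive control wells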
RGS4 act = RGS4 potentiators or activators, primary screen, cell-based, HEK293 M3R inducible RGS4, calcium flux. carbachol calcium flux Fluo4; hits give low values. B-score at 10 µM. 0.92% of 310,000 active;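 active = B-score of the integrated calcium signal more than 4 SD below the library mean, with starting fluorescence not abnormally high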;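 note: negative B-score means reduced calcium response which marks RGS4 activation or potentiation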
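System – HEK293 FlpIn-TREx cells, stable M3R, doxycycline-inducible RGS4 · Reagent – ECmax carbachol challenge · Times – compound preincubation 20 min at room temperature before agonist · Technique – Fluo4 fluorescence kinetic imaging of calcium · Measure – B score of integrated Fluo4 ratio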
KCNQ1 act = potentiators or activators of KCNQ1 channel, primary screen, cell-based, thallium flux, high-throughput; B-score at 10 µM; 0.35% of 310,000 active; CHO-K1 KCNQ1, thallium flux FluxOR fluorescence; hits give high values;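 active = fluorescence ratio B-score, a plate-corrected score, at least three library SD, with initial intensity B-score within 5 SD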
Target sequence (P51787 whole entry, looked up): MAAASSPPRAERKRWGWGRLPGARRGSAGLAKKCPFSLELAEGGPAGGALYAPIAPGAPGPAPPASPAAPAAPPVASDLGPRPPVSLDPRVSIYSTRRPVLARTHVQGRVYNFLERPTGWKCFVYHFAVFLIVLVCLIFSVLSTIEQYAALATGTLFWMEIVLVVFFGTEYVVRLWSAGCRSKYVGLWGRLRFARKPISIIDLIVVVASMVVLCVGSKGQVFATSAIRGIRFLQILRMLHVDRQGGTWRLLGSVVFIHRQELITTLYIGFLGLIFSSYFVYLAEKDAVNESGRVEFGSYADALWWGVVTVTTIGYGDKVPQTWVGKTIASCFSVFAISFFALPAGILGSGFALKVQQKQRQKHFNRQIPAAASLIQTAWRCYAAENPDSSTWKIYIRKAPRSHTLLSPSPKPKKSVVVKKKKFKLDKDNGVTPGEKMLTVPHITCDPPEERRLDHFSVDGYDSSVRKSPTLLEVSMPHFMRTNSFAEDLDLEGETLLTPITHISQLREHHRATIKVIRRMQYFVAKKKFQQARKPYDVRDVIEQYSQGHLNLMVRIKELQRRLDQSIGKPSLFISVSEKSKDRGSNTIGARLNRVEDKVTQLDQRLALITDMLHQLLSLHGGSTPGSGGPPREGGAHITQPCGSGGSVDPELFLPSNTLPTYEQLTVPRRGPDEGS
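Assay system: stable KCNQ1 CHO-K1 line; medium: assay buffer, equal DMSO in all wells; timing: 90 min dye loading and 20 min compound exposure, both at room temperature; technique: kinetic FluxOR thallium fluorescence, 10-s 1-Hz baseline, 110-s post-stimulus read; read-out basis: B score of baseline-normalized fluorescence ratio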
hERG protect = hERG rescue from dofetilide block, primary screen, cell-based, CHO-hERG, FluxOR thallium flux, dofetilide IC70 | AID 1511, 2009 | 0.51% of 310,000 active | Voltage-gated inwardly rectifying potassium channel KCNH2 (Homo sapiens), Q12809 | dofetilide IC70 present | activation (rescue from dofetilide block), less the hit threshold, % at 10 µM;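 active = activation above the mean of controls blocked by dofetilide plus 5 SD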;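 note: thallium influx through hERG after potassium depolarization seen as dye fluorescence rise; in these data hits start at about 4.7%; inactives centre near -7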
HDAC3 inhib = HDAC3 deacetylase inhibitors, primary screen, biochemical, fluorescence, cell-free homogeneous | recombinant HDAC3, fluorogenic peptide/trypsin coupled | inhibition, % at 8.3 µM | 0.15% of 320,000 active; in the data active = inhibition above about 26%, passing the limit was not always enough
KCNQ1 inh = inhibitors of human KCNQ1 channel, primary screen, cell-based, thallium flux, high-throughput | 1.3% of 310,000 active | CHO-K1 KCNQ1, FluxOR thallium flux fluorescence; hits give high values | B-score at 10 µM | Potassium voltage-gated channel subfamily KQT member 1 (Homo sapiens), P51787;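 active = compounds whose thallium flux B-score, printed positive for inhibition, exceeds three library SD while starting fluorescence stays within three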;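 note: channel opened by potassium depolarization with thallium stimulus after 20 min compound exposure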
DYRK1A inh = rat Dyrk1A kinase inhibitors, primary screen, biochemical, single point, plate reader | Dual specificity tyrosine-phosphorylation-regulated kinase 1A (Rattus norvegicus), Q63470 | ADP-Glo luminescence, NFATc1 peptide | inhibition, % at 12.5 µM | 0.43% of 310,000 active | AID 504441, 2011; in the data active = inhibition above about 50%;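 note: plate controls were vehicle with enzyme for no effect and no enzyme for full effect; many of its hits are not listed in these tables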
KCNK9 block = KCNK9 potassium channel inhibitors, primary screen, HEK293 cells, thallium flux; FluxOR thallium flux fluorescence; hits give low values; Potassium channel subfamily K member 9 (Homo sapiens), Q9NPC2; 1.2% of 310,000 active; B-score at 10 µM;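 active = ratio B-score over 3 SD below the library mean, with starting fluorescence within 5 SD of its mean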;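 note: negative B-score means less thallium flux so channel inhibition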
* hit, by the source's call; i = inactive; / = not tested or not shown. The list is partial (hit frequency here may not be typical).

SMILES	GSK3beta inhib	PolyA inh	KCNK3 block	GSK3 alpha inh	RGS4 act	KCNQ1 act	hERG protect	HDAC3 inhib	KCNQ1 inh	DYRK1A inh	KCNK9 block
Cc1ccc(C)n1-c1ccc(N2CCOCC2)c([N+](=O)[O-])c1	0	i	i	1	i	i	-21	-2	i	/	i
CCN(CC)c1ccc(NC(=O)COc2ccccc2C)cc1S(=O)(=O)Nc1ccccc1OC	1	i	i	-3	i	i	-8	0	i	-2	i
CC1CCN(S(=O)(=O)c2ccc(NC(=O)CN3CCN(C)CC3)cc2)CC1	6	i	i	0	i	i	-4	1	i	-7	i
COc1ccc(Nc2ncc3c(n2)CC(c2ccccc2)CC3=O)cc1 (centres undefined)	/	i	i	0	i	i	-13	-2	i	3	i
CC(C)C[C@H](NC(=O)c1cc2cc(Cl)ccc2n1C)C(=O)N1CCC(C(=O)O)CC1	1	i	i	-2	i	i	-6	-4	i	-4	i
Cc1cc(NC(=O)CSCC(=O)N2CCN(c3cccc(C(F)(F)F)c3)CC2)no1	1	i	i	4	i	i	-6	2	i	5	i
Cc1ccc(-c2nn(-c3ccccc3)cc2/C=N/n2c(-c3ccncc3)n[nH]c2=S)cc1	14	i	i	1	i	i	-3	0	i	/	i
CCN(c1cc(C)cc(C)c1)S(=O)(=O)c1nnc(NC(=O)c2ccco2)s1	4	i	i	-1	i	i	-7	2	i	2	i
COc1ccc(N/C=C\C(=O)c2ccc3c(c2)OCO3)cc1OC	0	i	i	-1	i	i	-13	1	i	-3	i
O=[N+]([O-])c1ccc(Cl)c(CN2CCCCCC2)c1	-3	i	i	2	i	i	-3	4	i	4	i
Cc1ccc(NC(=O)CCS(=O)(=O)c2cccc3nonc23)cc1Cl	2	i	i	0	i	i	-3	-3	i	13	i
O=C(O)C1CCCCC1C(=O)NCc1ccc2c(c1)OCO2 (centres undefined)	0	i	i	0	i	i	2	2	i	0	i
COc1ccc(/C=N/N=C2/NC(=O)C(CC(=O)O)S2)cc1OCc1ccc(Cl)cc1Cl (centres undefined)	-2	i	i	-1	i	i	-8	4	i	3	i
Clc1cccc(Cl)c1CNc1ccc(N2CCCC2)cc1	-1	i	/	3	i	i	-15	-6	i	/	i
Cc1ccc(NS(=O)(=O)c2c(C)nc3sccn3c2=O)cc1	1	i	i	-2	i	i	-6	2	i	1	i
CC(C)NC(=O)NNC(=O)c1cc(COc2cc(Cl)cc(Cl)c2)on1	0	i	i	-7	i	i	-2	-6	i	-13	i
CN(C)CCN1C(=O)C(=O)/C(=C(/O)c2ccc(S(=O)(=O)N3CCOCC3)cc2)C1c1ccc(Br)cc1 (centres undefined)	2	i	i	1	i	i	-3	15	i	1	i
CCOCCCNC(=O)CSc1nc2nc(C)c(Cc3ccccc3)c(C)n2n1	2	i	i	2	i	i	-9	-2	i	-6	i
COC(=O)c1cc(COc2ccc3ccc(=O)oc3c2)c(C)o1	-22	i	i	1	i	i	-10	-12	i	-3	i
Cc1oc(/N=C/c2ccc(O)cc2O)c(C#N)c1C	-5	i	i	-1	i	i	-2	5	i	-1	i
COc1ccc(CC(NC(C)=O)C(=O)NC2CCN(C(=O)C3CC3)CC2)cc1OC (centres undefined)	0	i	i	-2	i	i	-4	0	i	-7	i
CCOC(=O)N1CCN(C(=O)c2ccc3c(=O)n(-c4ccc(OC)cc4OC)c(=S)[nH]c3c2)CC1	3	i	i	-1	i	i	-5	-3	i	-2	i
Cc1nnc2ccc(N3CCN(c4ccccn4)CC3)nn12	4	i	i	4	i	i	-5	-5	i	-1	i
O=C(Cn1cc(C(=O)c2ccco2)c2ccccc21)Nc1ccccc1	2	i	i	-7	i	i	-6	9	i	4	i
CC1(C)OC(=O)C2(Cc3ccccc3N3CCCCC32)C(=O)O1 (centres undefined)	-2	i	i	0	i	i	-21	0	i	5	i
O/N=C(\c1ccc(Cl)cc1Cl)c1ncc(C(F)(F)F)cc1Cl	2	i	-9.8*	0	i	i	-11	6	i	-1	-13*
COc1ccc(C(=O)OCC(=O)NC2CCCC2)cc1OC	-5	i	i	-1	i	i	-2	-3	i	1	i
CCCCOC(=O)Nc1ccccc1C(=O)OC	2	i	i	0	i	i	-9	-14	i	-1	i
COc1ccc(CNC(C)(C)C)cc1Cl	-1	i	i	3	i	i	-11	3	i	-1	i
Cc1c(Cl)cccc1N1C(=O)C(N2C(=O)c3cccc([N+](=O)[O-])c3C2=O)C1c1cccs1 (centres undefined)	-1	i	i	-6	i	i	-8	-7	i	3	i
COC(=O)c1c(NC(=S)Nc2ccc(CC(=O)O)cc2)sc(C)c1C	-2	i	i	4	i	i	-1	2	i	1	i
COc1ccc2c(c1)C(NC(C)=O)C(=O)N2CCc1ccccc1 (centres undefined)	2	i	i	-1	i	i	-12	9	i	3	i
C1CN(c2nc3nonc3nc2N2CCSCC2)CCO1	-1	i	i	-1	i	i	-11	2	i	8	i
O=C(CSc1nnc(C2CC2)n1Cc1ccccc1)N1CCN(S(=O)(=O)c2ccccc2)CC1	0	i	i	-3	i	i	-19	1	i	6	i
COc1ccc(-c2sc3ccccc3c2C#CCO)cc1	-3	i	i	-3	i	i	-4	9	i	-5	i
COc1ccccc1Oc1cn[nH]c1-c1ccc(OCC(=O)NN)cc1O	3	i	i	-1	i	i	-5	-1	i	-1	i
COCC(=O)Nc1ccc(S(=O)(=O)Nc2ccccn2)cc1	7	i	i	0	i	i	-3	-8	i	5	i
CC1(C)C(=O)N(OCc2ccccc2)C(C)(C)C(=O)N1OCc1ccccc1	4	i	i	-1	i	i	-3	3	i	-1	i
CNC(=O)COC(=O)CCC(=O)c1cccs1	-3	i	i	0	i	i	-4	4	i	10	i
Cc1nc2ccccc2n1Cc1ccccc1Br	-3	i	i	1	i	i	-11	9	i	5	i
COc1ccc([C@H]2/C=C\CN(C(=O)CC(C)(C)C)[C@@H](C)C(=O)N2Cc2ccc(F)cc2)cc1	-1	i	i	-2	i	i	-10	1	i	-1	i
N[C@@]12CCc3nonc3[C@]1(O)CC(c1ccccc1)=[N+]2[O-]	1	i	i	-1	i	i	-3	-3	i	-1	i
CCCCc1nnc(SCC(=O)Nc2nccs2)n1CC	-2	i	i	9	i	i	-14	3	i	-5	i
Cc1ccc(C(=O)C2CCN(CC(=O)Nc3ccc4c(c3)OCCO4)CC2)cc1	0	i	i	-2	i	i	-8	-8	i	2	i
Clc1c(-c2nnc3n2CCC3)sc2ccccc12	-1	i	i	3	i	i	-5	-1	i	48	i
CC(Sc1nnc(-c2ccco2)n1C)C(=O)N(C)C1CCCCC1 (centres undefined)	0	i	i	-3	i	i	-13	/	i	11	i
COc1ccc(CNC(=O)C(OC(=O)c2ccco2)c2ccc(OC)cc2)cc1 (centres undefined)	2	i	i	1	i	i	-6	2	i	-4	i
CCOC(=O)N1CCN(S(=O)(=O)c2cc([N+](=O)[O-])ccc2C)CC1	2	i	i	-2	i	i	-17	-2	i	2	i
CNC(=O)C1CCCN1S(=O)(=O)c1ccc(OC)cc1 (centres undefined)	-2	i	i	-2	i	i	-5	1	i	4	i
COc1ccccc1C1=NOC(C)(c2nnc(-c3cccc(Cl)c3)o2)C1 (centres undefined)	4	i	i	-13	i	i	-7	-1	i	/	i
Cc1cc(C(F)(F)F)cc(NNC(=O)NC(=O)c2ccc(Cl)cc2)n1	-3	i	i	-1	i	i	-5	1	i	9	i
Cc1nc(SCC(=O)Nc2cc(C)on2)c2c3c(sc2n1)CCCC3	2	i	i	-2	i	i	-5	-4	i	-6	i
COc1ccc(CCNC(=O)c2cc(-c3ccccc3)c(N3CCOCC3)s2)c(OC)c1OC	1	i	i	0	i	i	-8	-1	i	-1	i
CNC(=O)COC(=O)c1ccc2c(c1)S(=O)(=O)c1ccccc1C2=O	0	i	i	2	i	i	-4	4	i	1	i
Cc1cc(Cl)ccc1OCCCC(=O)Nc1cccnc1	-2	i	i	-2	i	i	-7	1	i	6	i
COc1cc2c(cc1NC(=O)C(C)N1CCN(S(=O)(=O)c3ccccc3[N+](=O)[O-])CC1)oc1ccccc12 (centres undefined)	-3	i	i	-2	i	i	-10	5	i	-6	i
Cc1c(Cl)c(C(=O)NC2C3CC4CC(C3)CC2C4)nn1C (centres undefined)	1	i	i	-1	i	i	-13	-3	i	0	i
Cc1ccc(C(C(=O)NCCc2ccccc2)N(C(=O)c2csnn2)C2CC2)cc1 (centres undefined)	2	i	i	8	i	i	-8	-1	i	-3	i
CCOc1ccc(CCNC(=O)CCS(=O)(=O)c2ccc(Cl)cc2)cc1OCC	0	i	i	-2	i	i	-11	-4	i	-6	i
CCCC(=O)Nc1ccccc1NC(=O)c1ccc2c(c1)OCO2	5	i	i	-1	i	i	-5	-3	i	-5	i
CC(CCO)Nc1nc2c(c(=O)n(C)c(=O)n2C)n1Cc1cccc(Br)c1 (centres undefined)	-3	i	i	-6	i	i	-9	4	i	0	i
Cc1ccc(/C=N/NC(=O)c2nnn(-c3nonc3N)c2C(C)C)o1	-5	i	i	3	i	i	-5	7	i	/	i

Gathered by group: those above containing a tert-butyl group
SMILES	GSK3beta inhib	PolyA inh	KCNK3 block	GSK3 alpha inh	RGS4 act	KCNQ1 act	hERG protect	HDAC3 inhib	KCNQ1 inh	DYRK1A inh	KCNK9 block
COc1ccc(CNC(C)(C)C)cc1Cl	-1	i	i	3	i	i	-11	3	i	-1	i
COc1ccc([C@H]2/C=C\CN(C(=O)CC(C)(C)C)[C@@H](C)C(=O)N2Cc2ccc(F)cc2)cc1	-1	i	i	-2	i	i	-10	1	i	-1	i
